SENP1 inh: blocks the human SENP1 SUMO protease catalytic domain. Q9P0U3. AID 624204. inhibition, % at 10 µM. 0.21% of 360,000 active. recombinant SENP1 catalytic domain, CyPet-SUMO1-YPet FRET cleavage;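 active = inhibition at least 30% at 10 µM, raw YFP signal under a set limit, fluorescence ratio 0.5 to 1.5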;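 note: 0% = enzyme with DMSO and 100% = no enzyme wells; some results filed as inactive read as strong as hits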
Target sequence (Q9P0U3 419-644 limits assumed): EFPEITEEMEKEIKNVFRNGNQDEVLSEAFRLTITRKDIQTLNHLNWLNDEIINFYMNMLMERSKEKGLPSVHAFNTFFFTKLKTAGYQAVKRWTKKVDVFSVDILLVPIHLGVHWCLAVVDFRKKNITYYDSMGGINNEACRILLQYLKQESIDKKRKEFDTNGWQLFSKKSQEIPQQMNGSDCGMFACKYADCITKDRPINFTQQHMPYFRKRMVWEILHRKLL
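Assay system – human recombinant His6-tagged SENP1 catalytic domain enzyme · Input – SENP1 enzyme, 20 pM final · Buffer or medium – Tris pH 8 buffer plus EDTA, NaCl, BME, BSA, NP40, catalase · Schedule – 50 min reaction at room temperature · Technique – FRET read of cyan and yellow fluorescence · Control set – no-enzyme wells low, DMSO-plus-enzyme wells high control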
PfGluPho inh: PfG6PD (Plasmodium falciparum) enzyme inhibition; PfGluPho enzyme, NADPH resazurin-diaphorase fluorescence; inhibition, % at 20 µM; 0.78% of 350,000 active;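 active = inhibition reaching at least a set limit at 20 µM in the primary screen, cut at about 59% in these data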;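 note: 0% = DMSO wells with substrate and 100% = DMSO wells lacking glucose-6-phosphate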
HKDC1 inhibitor: HKDC1 (human) hexokinase inhibition; Q2TB90; 0.16% of 340,000 active; recombinant HKDC1, G6PDH/diaphorase resazurin coupled fluorescence; inhibition, % at 20 µM;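 active = inhibition above about 35% when tested at 20 µM, limit read from the data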;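 note: plate controls were DMSO wells with enzyme for no effect and DMSO wells lacking enzyme for full effect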
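Assay system: recombinant HKDC1 hexokinase; detection: coupled resazurin fluorescence, excitation 525 nm, emission 613 nm; benchmarks: DMSO-plus-enzyme-mix negative control, buffer-substituted positive control; compound dosing: single 20 µM dose; schedule: 90 min at room temperature in dark; also added: glucose plus 1 mM ATP as hexokinase substrates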
NALP3 yeast inh: NALP3 inhibition in yeast; Yeast reconstituted NLRP3/ASC/caspase-1, beta-gal luminescence, 24 h; inhibition, % at 10 µM; 0.39% of 330,000 active; AID 2825;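 active = inhibition of 50% or more; inactive = inhibition below 50%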;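 note: plate controls were induced DMSO wells for no effect and uninduced yeast grown without galactose for full effect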
SENP8 block-1: SENP8 protease inhibition; inhibition, % at 10 µM; purified SENP8, Z-RLRGG-aminoluciferin cleavage, luminescence; 1.2% of 330,000 active; AID 2540; in the data active = inhibition above about 50%
Target sequence (Q96LD8 whole entry, looked up): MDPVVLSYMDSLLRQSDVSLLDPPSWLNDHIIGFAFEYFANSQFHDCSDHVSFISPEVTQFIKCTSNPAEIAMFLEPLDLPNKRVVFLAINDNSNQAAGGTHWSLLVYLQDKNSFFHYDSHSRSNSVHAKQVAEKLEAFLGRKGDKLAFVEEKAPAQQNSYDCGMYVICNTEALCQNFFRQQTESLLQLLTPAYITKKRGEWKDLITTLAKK
Apaf1 inhib: inhibitors of human Apaf-1 apoptosome; O14727; inhibition, % at 20 µM; reconstituted apoptosome caspase-3 activity, DEVD-Rh110 fluorescence; 0.71% of 330,000 active; active = inhibition of at least 40% at 20 µM;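 note: plate controls were DMSO wells for no effect and DEVD-CHO caspase inhibitor wells for full effect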
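System: reconstituted apoptosome with Apaf-1, cytochrome c, caspase-9, procaspase-3, dATP; Signal: Rh110 fluorescence intensity; Schedule: 30 min compound preincubation, 50 min activation, room temperature; Reagent: cytochrome c trigger plus (Z-DEVD)2-Rh110 caspase-3 substrate.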
SENP7 block: inhibitors of human SENP7 protease. Q9BQF6. recombinant SENP7, Z-RLRGG-aminoluciferin luminescence, 40 min. inhibition, % at 5 µM. 1.5% of 330,000 active. AID 434973;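 active = inhibition above about 50% at the single test dose, limit read from the data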;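 note: plate controls were DMSO with enzyme for no effect and no enzyme buffer wells for full effect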
Target sequence (Q9BQF6 706-1050 limits assumed): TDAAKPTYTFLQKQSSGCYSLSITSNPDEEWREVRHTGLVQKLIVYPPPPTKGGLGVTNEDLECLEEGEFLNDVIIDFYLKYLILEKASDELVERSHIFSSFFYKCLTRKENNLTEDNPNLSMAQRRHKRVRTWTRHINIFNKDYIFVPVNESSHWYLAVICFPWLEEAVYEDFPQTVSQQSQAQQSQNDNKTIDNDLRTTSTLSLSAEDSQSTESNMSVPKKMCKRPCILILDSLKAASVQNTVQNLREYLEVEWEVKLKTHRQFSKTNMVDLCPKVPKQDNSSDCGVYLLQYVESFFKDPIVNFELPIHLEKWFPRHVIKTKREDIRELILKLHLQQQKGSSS
SENP8 block-2: inhibitors of human SENP8 protease | Q96LD8 | recombinant SENP8, Nedd8 substrate fluorescence | inhibition, % at 20 µM | 0.64% of 360,000 active | AID 602440; in the data active = inhibition mostly above about 40%, no sharp cut-off; inactive = mostly below about 27%
SENP6 block: inhibitors of human SENP6 protease; inhibition, % at 10 µM; Recombinant SENP6 catalytic domain, aminoluciferin luminescence; Q9GZR1; 1.8% of 330,000 active;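 active = inhibition above about 50% at the single tested dose, limit read from the data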;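 note: plate controls were DMSO wells with enzyme for no effect and DMSO wells lacking enzyme for full effect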
* hit, by the source's call; . = no result given.

SMILES	SENP1 inh	PfGluPho inh	HKDC1 inhibitor	NALP3 yeast inh	SENP8 block-1	Apaf1 inhib	SENP7 block	SENP8 block-2	SENP6 block
COc1ccc(C)cc1NC(=O)CSc1nc(=O)n(CCCN2CCOCC2)c2c1CCCC2	-1	2	-6	13	3	2	-9	5	-8
COc1ccc(OC)c(S(=O)(=O)N2CCCCCC2)c1	3	-22	-2	-1	-1	-1	-2	20	3
CC1CCN(CCOc2cc(Cl)ccc2Cl)CC1	1	11	-9	13	0	-1	-2	13	-14
Cc1ccc(N2CC(C(=O)OCC(=O)c3c(N)n(CC(C)C)c(=O)n(C)c3=O)CC2=O)cc1 (stereo not drawn)	-1	-10	-5	4	-7	16	-11	6	-16
COc1ccccc1NC(=O)CSc1ccc2nnc(CCNC(=O)c3ccccc3)n2n1	2	-9	-4	6	-15	-9	-17	7	5
Cc1cc(OCC(=O)N2CCN(c3ccccn3)CC2)cc(C)c1Br	0	19	0	13	-11	29	-12	-8	-8
C[n+]1cc(C(=O)N2CCCCC2)ccc1/C=C/c1c[nH]c2ccccc12	-7	5	-13	13	-4	12	6	23	21
CCCCN1CC(CO)Oc2cccc(F)c2S1(=O)=O (stereo not drawn)	1	16	-3	.	.	.	.	-4	.
CCOC(=O)c1cn(CC(=O)Nc2ccccc2C(=O)OCC)nn1	-1	-12	-7	2	3	4	7	15	-4
COc1cccc(CN2CCN(Cc3[nH]c4ccccc4c3C)CC2CCO)c1 (stereo not drawn)	-5	2	-3	6	-2	-6	10	24	-11
CCC(C)C1C(C#N)=C(N)Oc2n[nH]c(C)c21 (stereo not drawn)	3	4	-7	13	-5	0	-13	5	-16
Cc1ccc2c(c1)C(c1ccc(F)cc1)N(C(=O)c1cc3ccccc3oc1=O)CC(=O)N2 (stereo not drawn)	0	-17	11	0	8	1	5	-2	11
C[C@H](NC(=O)C1CCN(S(=O)(=O)c2ccccc2)CC1)C(=O)NCc1ccc(F)cc1	1	-14	-4	7	2	2	-3	15	3
Cc1ccc(N(Cc2cc(=O)[nH]c3ccccc23)C(=O)c2ccco2)cc1	-1	1	4	-9	-3	3	-6	-47	-11
CC(C)n1c(/C=C/[C@@H](O)C[C@@H](O)CC(=O)O)c(-c2ccc(F)cc2)c2ccccc21	-21	-13	-1	2	8	-5	1	-397	3

Three compounds out of the list above, ordered by the number in PfGluPho inh, high to low:
structure | PfGluPho inh
CCOC(=O)c1cn(CC(=O)Nc2ccccc2C(=O)OCC)nn1 | -12
CC(C)n1c(/C=C/[C@@H](O)C[C@@H](O)CC(=O)O)c(-c2ccc(F)cc2)c2ccccc21 | -13
C[C@H](NC(=O)C1CCN(S(=O)(=O)c2ccccc2)CC1)C(=O)NCc1ccc(F)cc1 | -14

Other entries:
SMILES	SENP1 inh	PfGluPho inh	HKDC1 inhibitor	NALP3 yeast inh	SENP8 block-1	Apaf1 inhib	SENP7 block	SENP8 block-2	SENP6 block
COc1c(C)cc(C(=O)C2CCCN(C(=O)c3csc(C)n3)C2)cc1C (stereo not drawn)	0	1	-8	15	12	-4	-4	8	12
CNCC(O)COc1ccccc1 (stereo not drawn)	-1	-15	-12	2	3	8	4	13	6
CC(C)(C)NC(=O)CN(c1cccc([N+](=O)[O-])c1)S(=O)(=O)c1ccccc1	2	2	-15	11	-11	0	-9	3	-13
O=C1C=C(NCc2ccc(Cl)c(Cl)c2)CC1	0	-15	-6	-3	4	-1	3	19	4
CC(Cc1ccccc1)NC(=O)CC(c1ccccc1)c1ccccc1O (stereo not drawn)	2	5	-1	0	2	8	1	17	-14
Cc1ccc(C(=O)N/N=C/c2c[nH]c3ccccc23)o1	-2	6	2	3	-10	0	-3	-95	0
COc1ccc(N(CCOc2ccccc2)S(=O)(=O)c2ccccc2)cc1	-1	-3	-4	11	-1	0	-7	11	-12
O=C(NCCCN1CCOCC1)c1ccc(Br)s1	1	-9	-10	-4	6	-14	6	2	16
O=S(=O)(CCc1nnc(-c2ccccc2)o1)c1ccc2ccccc2c1	0	4	9	17	3	4	5	32	-14
COC(=O)COc1ccc(S(=O)(=O)NCCC2=CCCCC2)cc1Cl	1	10	5	8	-8	-9	0	10	-22
O=C(OCC(=O)C12CC3CC(CC(C3)C1)C2)c1cccnc1	-1	4	-16	25	0	-6	-1	5	4
Cc1ccc(-n2c(=O)[nH]cc(C(=O)Nc3ccc4c(c3)OCCO4)c2=O)cc1C	-1	-24	-1	4	-4	8	3	5	-23
COc1ccc2c(c1)CCc1cc(C(=O)N3CCN(c4ccc(N5CCOCC5)nn4)CC3)sc1-2	-64	77*	21	26	4	36	7	-382	6
Cc1cc(C)cc(NS(=O)(=O)c2ccc(-c3cnc(C4CC4)o3)cc2)c1	-1	8	-2	16	3	23	-7	7	14
CC(=O)c1cc(C#N)c(N2CCCC2)nc1C	-1	-4	-10	0	0	9	-9	-68	-3
Cc1cc(NC(=O)CCC(=O)N(CC(=O)NC2CCCC2)c2cccc(F)c2)no1	1	-15	-4	5	1	1	6	-2	-6
Cc1ccc(Sc2nnc(Cc3ccccc3)c3ccccc23)cc1	2	-2	-1	22	-7	6	0	26	-22
C/C(=N\NC(=O)c1cccc([N+](=O)[O-])c1)c1ccco1	-3	2	-3	11	-1	-13	2	33	6
O=C(Nc1cccnc1)c1ccc(CN2CCc3ccccc3C2)cc1	-4	-10	5	11	-9	7	-4	51*	-14
CN(C(=O)c1ccc(C#N)cc1)c1nnc(-c2ccccn2)s1	0	-15	-6	.	.	.	.	4	.
CC1=C(C)/C(=N/OC(=O)c2cccc([N+](=O)[O-])c2)C=CC1=O	-1	41	8	0	-9	6	8	29	0
CCCCNC(=O)C1CCC(CNS(=O)(=O)c2c(C)cc(C)cc2C)CC1 (stereo not drawn)	-1	-1	5	19	1	13	5	9	-3
CC1=NN(S(=O)(=O)c2ccc(C)cc2)C(=O)c2ccccc2O1	-1	-8	-4	8	1	-8	-2	19	1
CCOc1ccccc1OCC(=O)Nc1cc2c(cc1C(=O)O)OCCCO2	0	-18	-3	0	5	5	4	-1	16
CC(=O)Nc1ccc(NC(=O)C(C)OC(=O)c2ccc(S(=O)(=O)N3CCCCC3)cc2)cc1 (stereo not drawn)	-2	-8	-2	13	-3	-24	-11	-1	-2
Cn1c(=O)n(C)c2cc(NC(=O)COc3ccc(F)cc3)ccc21	-1	4	0	17	-10	1	18	0	-4
O=[N+]([O-])c1cccc(S(=O)(=O)c2ccc(N3CCCCC3)c([N+](=O)[O-])c2)c1	4	-10	-3	10	-2	6	7	17	5
C#CCSc1nnc(-c2c[nH]c3ccccc23)n1C	2	-14	0	-5	9	-10	-3	9	6
Nc1cccc(NC(=O)CN2CCOCC2)c1	3	-7	2	-11	15	-1	-1	-7	13
Cc1ccc(/C=C2/CCc3c([nH]c4ccccc34)C2=O)cc1	-16	-25	8	27	27	-3	68*	-167	49
CS(=O)(=O)Nc1ccc(S(=O)(=O)NC2CCCCC2)cc1	0	3	-10	1	-2	-3	1	8	5
CCOc1cc(-c2nnc(NC(=O)C3=COCCO3)o2)cc(OCC)c1OCC	2	-16	-2	16	-3	-1	1	-14	-14
CC(C(=O)N1CCN(Cc2ccccc2)CC1)c1ccc([N+](=O)[O-])cc1 (stereo not drawn)	1	-2	-7	-22	6	-20	-4	12	-20
CCc1ccccc1NC(=O)CN(C)Cc1c(O)ccc2ccccc12	-1	33	17	-17	-4	24	2	-47	-13
O=c1[nH]c2cc3c(cc2cc1C(c1nnnn1CC1CCCO1)N1CCCC1)OCO3 (stereo not drawn)	-17	2	5	4	-11	4	-8	-308	-12
O=C(OCC1OC2C(Oc3nc(=O)ccn32)C1O)c1ccccc1 (stereo not drawn)	3	-1	-3	11	-10	12	-3	15	0
COc1cc([N+](=O)[O-])ccc1NC(=O)NCc1ccco1	1	-2	-3	27	-6	-1	4	9	1
O=C(CSc1nnnn1-c1ccc2c(c1)OCO2)NCc1cccs1	1	13	2	23	4	2	2	20	2
COc1cc(Cl)ccc1OCc1cc(C(=O)NC(C)Cc2cccnc2)no1 (stereo not drawn)	-2	-11	1	12	-5	-1	12	11	1
COC(=O)C1(C)NC(c2ccccc2C)C2C(=O)N(c3ccc(F)cc3)C(=O)C21 (stereo not drawn)	1	7	-2	13	-2	2	4	13	4
CCc1ccc(OCC(=O)NC(=S)Nc2ccc(C(C)=O)cc2)c(Br)c1	1	-3	-3	7	-4	-6	11	9	-9
CCOc1ccccc1-n1ccn(CC(=O)Nc2ccc(Br)cc2F)c(=O)c1=O	1	-3	-1	15	-10	3	-2	3	-9
CCOc1ccc(-c2nc(-c3cccnc3)no2)cc1	4	7	-2	36	85*	8	95*	32	72*
Cc1ccc(S(=O)(=O)NCc2ccncc2)cc1C(=O)NCC(C)C	1	0	-7	5	0	3	-3	12	2
C=CCOc1cccc(C2c3c(oc4ccccc4c3=O)C(=O)N2c2ccccn2)c1 (stereo not drawn)	-1	-8	-2	4	-2	-8	2	16	-1
CC(C)CC1NC(=O)N(CCCCN2C(=O)c3ccccc3C2=O)C1=O (stereo not drawn)	3	-10	-10	37	1	3	8	3	-6
CNC(=S)N/N=C/c1c(C)nn(-c2ccc(F)cc2)c1Cl	2	10	-5	13	-4	5	1	1	-4
Cc1ccc(CC(=O)Nc2cc([N+](=O)[O-])ccc2F)cc1	1	-4	-2	-16	-4	-23	1	4	13
O=S(=O)(Nc1ccccc1)c1ccc(-c2csnn2)cc1	2	-11	1	-5	5	5	8	2	-13
O=P(O)(O)CP(=O)(O)O	.	.	.	1	-2	-6	1	.	2
C=CCN(C(=O)c1csnn1)C(C(=O)NCc1ccc(F)cc1)c1sccc1C (stereo not drawn)	0	-11	0	8	4	1	3	13	19
COc1ccc(C(CNC(=O)c2ccc(S(=O)(=O)N3CCCC3)cc2)N(C)C)cc1OC (stereo not drawn)	-4	0	1	0	-5	1	3	-35	-12
Cc1ccc(S(=O)(=O)N2CCOCC2)cc1C(=O)Nc1c(C)n(C)n(-c2ccccc2)c1=O	7	-10	-10	5	-18	7	-8	5	-7
CCc1ccc(Nc2c([N+](=O)[O-])c(=O)oc3ccccc23)cc1	3	-7	-1	28	-2	-10	5	4	-11
COc1ccc(-c2cnnc(N/N=C/C(C)=C/c3ccccc3)n2)cc1	.	.	.	11	-9	-6	-4	.	-11
O=C(CSc1nc2c(sc3ccccc32)c(=O)n1CCCN1CCOCC1)NC1CCCC1	0	-4	-3	-3	-2	3	10	-20	-5
COc1ccc(CNCc2ccc(C(F)(F)F)cc2)cc1OC	3	-13	-2	14	1	-10	1	6	16

An excerpt from above, reduced to SENP6 block and SENP8 block-2.
SMILES,SENP6 block,SENP8 block-2
O=S(=O)(Nc1ccccc1)c1ccc(-c2csnn2)cc1,-13,2
O=P(O)(O)CP(=O)(O)O,2,.
C=CCN(C(=O)c1csnn1)C(C(=O)NCc1ccc(F)cc1)c1sccc1C (stereo not drawn),19,13
COc1ccc(C(CNC(=O)c2ccc(S(=O)(=O)N3CCCC3)cc2)N(C)C)cc1OC (stereo not drawn),-12,-35

Random draw from the library; any-hit rate near 4.1%.
